KLK7 zymogen act – activators of human kallikrein-7 zymogen | P49862 | purified proKLK7, EDANS-DABCYL substrate fluorescence; 100% is mature enzyme control, 0% vehicle | activation, % at 7 µM | actives 0.9% (n = 370,000);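 active = activation above the mean of all tested compounds plus 3 SD, computed per campaign excluding outliers beyond control limits, cut at about 13% in these data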
Target sequence (P49862 whole entry, looked up): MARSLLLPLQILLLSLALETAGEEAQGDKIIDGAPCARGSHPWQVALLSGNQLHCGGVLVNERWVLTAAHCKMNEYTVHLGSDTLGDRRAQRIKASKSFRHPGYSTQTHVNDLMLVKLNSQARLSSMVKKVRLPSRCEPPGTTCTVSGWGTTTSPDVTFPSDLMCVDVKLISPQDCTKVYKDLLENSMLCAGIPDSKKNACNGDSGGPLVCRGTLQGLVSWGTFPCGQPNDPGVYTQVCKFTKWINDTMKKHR
DAX1 inh-1 – blocks DAX1 repression of SF-1 activated StAR promoter; HEK293T StAR-luciferase reporter, SF-1/DAX-1 repression relief; inhibition, % at 6.8 µM; actives 1.1% (n = 370,000); AID 652010;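 active = inhibition above the mean over all tested compounds plus 3 SD, cut at about 3.6% in these data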;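 note: 0% = DAX-1 cells with DMSO and 100% = cells lacking DAX-1 with DMSO; higher inhibition means more luminescence from relief of DAX-1 repression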
hcDAF-12 act – H. contortus DAF-12 activation, primary screen. HEK293 hcDAF-12 lit1-tk-luc reporter, luminescence; 0% DMSO, 100% Δ7-dafachronic acid. activation, % at 6.8 µM. actives 1.4% (n = 370,000). AID 652067;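 active = activation above the mean of all tested compounds plus 3 SD, cut at about 5.5% in these data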;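 note: 100% = response to 3 µM Δ7-dafachronic acid high control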
HGIII-sPLA2 inh – Inhibits HGIII-sPLA2 liposome hydrolysis, primary screen; Q9NZ20; QFRET BODIPY PC-A2 liposome hydrolysis, fluorescence; inhibition, % at 12.2 µM; actives 0.56% (n = 370,000); AID 743126;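 active = inhibition above mean plus 3 SD of compounds lying within the high and low control bounds, cut at about 19% in these data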;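 note: 0% = median of test compound wells and 100% = no enzyme DMSO wells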
Target sequence (Q9NZ20 whole entry, looked up): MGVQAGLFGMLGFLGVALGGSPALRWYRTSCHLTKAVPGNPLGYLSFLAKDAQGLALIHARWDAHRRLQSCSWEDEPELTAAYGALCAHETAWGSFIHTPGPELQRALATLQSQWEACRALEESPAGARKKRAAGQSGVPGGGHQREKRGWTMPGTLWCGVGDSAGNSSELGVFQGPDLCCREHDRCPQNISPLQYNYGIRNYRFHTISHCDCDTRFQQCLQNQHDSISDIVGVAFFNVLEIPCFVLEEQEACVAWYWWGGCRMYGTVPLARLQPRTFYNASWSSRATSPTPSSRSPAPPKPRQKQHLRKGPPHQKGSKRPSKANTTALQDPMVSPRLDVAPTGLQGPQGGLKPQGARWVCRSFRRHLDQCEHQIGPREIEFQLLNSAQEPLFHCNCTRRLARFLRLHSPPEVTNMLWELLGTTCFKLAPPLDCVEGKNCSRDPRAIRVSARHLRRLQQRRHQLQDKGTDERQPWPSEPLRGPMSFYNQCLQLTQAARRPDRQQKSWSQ
SMARCA2 act – SMARCA2 function activation, primary screen; MG213 cells, MMTV-luciferase reporter, dexamethasone, overnight; activation, % at 9.1 µM; actives 1% (n = 370,000); AID 652017; in the data active = activation above about 7.8%;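 note: 0% = vehicle wells and 100% = reference activator wells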
DAX1 inh-2 – inhibitors of human orphan nuclear receptor DAX1 (NR0B1); AID 504766; inhibition, % at 6.75 µM; P51843; actives 0.99% (n = 340,000); HEK293 Gal4-DAX1 luciferase reporter, luminescence;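 active = inhibition above the mean over all tested compounds plus 3 SD, cut at about 4.2% in these data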;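 note: 0% = DAX1-transfected cells with DMSO and 100% = empty-vector control cells with DMSO; inhibition shows as a rise in luminescence from relieved DAX1 repression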
Target sequence (P51843 207-470 limits assumed): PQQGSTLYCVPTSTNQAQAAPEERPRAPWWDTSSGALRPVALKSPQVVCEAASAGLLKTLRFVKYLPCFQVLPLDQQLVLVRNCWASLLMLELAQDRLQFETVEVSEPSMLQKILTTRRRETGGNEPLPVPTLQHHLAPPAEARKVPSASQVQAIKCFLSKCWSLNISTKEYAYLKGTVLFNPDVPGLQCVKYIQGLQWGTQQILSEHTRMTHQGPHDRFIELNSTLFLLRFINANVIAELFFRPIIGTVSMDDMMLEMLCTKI
GC-A act – GC-A (human) enzyme activation; P16066; HEK293 GC-A cells, cGMP TR-FRET, EC30 ANP; 0% at EC30 ANP, 100% saturating ANP; activation, % at 10 µM; actives 0.14% (n = 370,000); in the data active = activation above about 40%
FXN GAA850 act – increases GAA850 frataxin promoter reporter activity; HEK293 lucGAA850 FXN promoter luciferase reporter, 24 h; percent of 10 µM SAHA response; activation, % at 6 µM; actives 0.56% (n = 360,000);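 active = activation above the average of all compounds screened plus 3 SD, cutoff fixed separately per campaign, cut at about 7.5% in these data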;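 note: 0% = DMSO wells and 100% = 10 µM SAHA wells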
ssDAF-12 act – S. stercoralis DAF-12 activation, primary screen; HEK293 ssDAF-12/GRIP1 lit1-tk-luc reporter, luminescence; % of 3 µM dafachronic acid response; activation, % at 6.8 µM; actives 1% (n = 370,000); AID 652126;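 active = activation above the mean over all tested compounds plus 3 SD, cut at about 0.9% in these data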;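 note: 0% = DMSO-only wells and 100% = 3 µM delta7-dafachronic acid wells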
GC-B act – GC-B (human) receptor activation; P20594; HEK293-GC-B cells, CNP EC30, cGMP TR-FRET; 0% at EC30 CNP, 100% saturating CNP; activation, % at 10 µM; actives 0.11% (n = 370,000);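 active = activation at 10 µM reaching about 35% in either raw or pattern-adjusted values, limit read from the data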
hgDAF12 agonist – agonists of H. glycines DAF-12 nuclear receptor; activation, % at 6.8 µM; HEK293 GAL4-hgDAF12 UAS-luciferase reporter, agonist luminescence; normalized to butyrate control; AID 687014; actives 1.8% (n = 370,000);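 active = activation above a cutoff set at the mean of all screened compounds plus 3 SD, cut at about 10% in these data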;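 note: 0% = DMSO wells and 100% = sodium butyrate wells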
* hit, by the source's call; . = not tested or not shown. Hits appear at their usual frequency; 6.7% or so of the library scored in one or more.

SMILES	KLK7 zymogen act	DAX1 inh-1	hcDAF-12 act	HGIII-sPLA2 inh	SMARCA2 act	DAX1 inh-2	GC-A act	FXN GAA850 act	ssDAF-12 act	GC-B act	hgDAF12 agonist
COCCNC(=O)C(C)OC(=O)C1=Cc2ccccc2OC1 (stereo unspecified)	0.5	0.8	0.7	-2	0	1.2	1	1.2	-1.8	-3	0.0
COCCNc1nc(-c2ccc(OC)cc2C)c2sc(-c3ccccc3)cc2n1	-5.0	-3.9	-1.0	-12	-1	.	-6	0.9	-1.8	6	-0.2
Cc1nc(NCCCn2ccnc2)c2oc3ccccc3c2n1	-0.5	-0.4	0.8	-2	1	-0.7	4	-1.4	-1.1	-4	0.7
C[C@@]12C(=O)N(Cc3ccco3)CC(=O)N1[C@H]1c3cc(Cl)ccc3OC[C@@H]1[C@@H]2c1ccccc1	0.1	-0.1	-1.0	-6	-1	1.8	-5	-0.1	-1.6	-7	0.3
COc1ccc(NS(=O)(=O)c2ccc(-c3cnc(C4CC4)o3)cc2)cc1OC	0.1	-12	-5.0	-14	-5	-6.1	-6	-7.9	-1.8	-5	-5.4
Cc1nc2c(sc3nc4c(cc32)COC(C)(C)C4)c(=O)n1Cc1ccccc1	-0.5	-0.8	-0.8	-3	0	0.0	7	3.9	-1.2	5	3.8
Cc1cc(C)c(C(N)=O)c(Nc2cccc(Cl)c2)n1	0.0	-0.3	-0.6	0	-2	-2.0	-3	2.3	-0.9	-1	2.1
Cc1ccc(C(=O)NC(C)c2ccc(-n3ccnc3)cc2)cc1 (stereo unspecified)	-0.7	0.2	-1.3	-4	-2	0.6	-6	1.4	-0.7	-1	-0.2
Cc1ccc(C)n1-c1ccc(C(=O)N2CCC(C(N)=O)CC2)cc1	0.5	0.2	-0.6	-3	-3	-0.2	0	-0.7	-1.5	5	-1.2
COc1ccccc1S(=O)(=O)Nc1ccc(S(=O)(=O)Nc2nccs2)cc1	-0.1	1.7	-1.2	-6	-1	0.0	3	0.6	-0.9	-1	-0.3
Cc1ccc(NC(=O)Cn2ccc(=O)[nH]c2=O)cc1	-0.2	0.4	2.5	3	-1	2.0	1	1.3	0.5	-1	3.7
COc1ccc(S(N)(=O)=O)cc1C(=O)NCC1(N2CCCCC2)CCCCC1	-0.2	0.0	-0.8	1	-2	-0.1	-2	0.8	-0.5	10	2.3
Cc1nc(CNC(=O)C2CCC(=O)N(CCc3ccc(Cl)cc3)C2)sc1C (stereo unspecified)	-0.1	-1.1	-0.9	1	-1	0.9	0	0.7	-0.8	-4	2.8
CC1(C)CC(=O)C(C(C2=C(O)CC(C)(C)CC2=O)c2ccc(O)c([N+](=O)[O-])c2)=C(O)C1	-0.1	0.0	1.5	-3	2	1.1	5	1.2	-1.3	-2	-3.3
O=c1[nH]nc(N/N=C/c2ccc(Cl)cc2Cl)c(=O)[nH]1	0.4	-0.2	-1.4	-5	-1	0.9	7	-0.2	-1.0	-12	-2.3
COc1cc2c(cc1OC)C(c1ccccc1[N+](=O)[O-])N(C(C)=O)CC2 (stereo unspecified)	0.1	0.2	-0.9	0	1	-0.7	-3	0.9	-1.5	-6	-0.5
COc1ccc(C(=O)COC(=O)C(CCSC)NC(=O)COc2ccccc2)c(OC)c1 (stereo unspecified)	0.2	-0.2	0.5	-12	-1	-0.5	1	0.0	-1.0	-5	2.3
CC(C)C(c1nnnn1C1CCCC1)N1CCCCC1 (stereo unspecified)	0.5	-0.5	-0.2	-1	5	0.7	0	-0.3	-1.0	-2	0.2
COc1ccc(-c2nnc(SCc3cccnc3)o2)cc1	-0.2	0.1	2.4	3	-3	0.1	0	4.6	-0.5	9	8.2
COC(=O)C(C)Sc1nc2c(c(-c3ccc(OC)cc3)c1C#N)-c1ccccc1C2=O (stereo unspecified)	-0.2	-0.3	-1.6	2	-1	0.0	7	1.2	-0.4	-2	0.6
O=C(NCc1cccnc1)Nc1ccccc1C(F)(F)F	0.1	0.8	0.6	6	-1	0.3	3	-1.4	-0.5	-3	0.2
CC(=O)c1ccc(N2C(=O)[C@@H]3C(C(=O)CCN4C(=O)c5ccccc5C4=O)=NN[C@@H]3C2=O)cc1	0.1	0.2	0.2	-11	0	1.1	-1	2.9	-0.8	2	1.0
O=C(O)c1ccc([N+](=O)[O-])c(CS(=O)(=O)c2ccccc2)c1	0.0	0.5	-1.5	1	3	-0.9	-2	-0.4	-1.2	4	-1.7
COc1ccc2c(c1)OC[C@H]1[C@H]2N2C(=O)CN(Cc3ccc(Cl)cc3)C(=O)[C@@]2(C)[C@H]1c1ccccc1	-0.6	-0.1	-2.1	2	-2	1.5	-3	2.9	-1.4	-1	0.4
Cc1ccc2cc3cc(C(=O)NCCCN4CCCCCC4)oc3nc2c1	18*	0.2	-0.1	1	3	-0.4	6	1.1	-0.7	8	1.3

Reprinted from the listing for reference:
SMILES	KLK7 zymogen act	DAX1 inh-1	hcDAF-12 act	HGIII-sPLA2 inh	SMARCA2 act	DAX1 inh-2	GC-A act	FXN GAA850 act	ssDAF-12 act	GC-B act	hgDAF12 agonist
COCCNC(=O)C(C)OC(=O)C1=Cc2ccccc2OC1 (stereo unspecified)	0.5	0.8	0.7	-2	0	1.2	1	1.2	-1.8	-3	0.0
COCCNc1nc(-c2ccc(OC)cc2C)c2sc(-c3ccccc3)cc2n1	-5.0	-3.9	-1.0	-12	-1	.	-6	0.9	-1.8	6	-0.2
Cc1nc(NCCCn2ccnc2)c2oc3ccccc3c2n1	-0.5	-0.4	0.8	-2	1	-0.7	4	-1.4	-1.1	-4	0.7
C[C@@]12C(=O)N(Cc3ccco3)CC(=O)N1[C@H]1c3cc(Cl)ccc3OC[C@@H]1[C@@H]2c1ccccc1	0.1	-0.1	-1.0	-6	-1	1.8	-5	-0.1	-1.6	-7	0.3
COc1ccc(NS(=O)(=O)c2ccc(-c3cnc(C4CC4)o3)cc2)cc1OC	0.1	-12	-5.0	-14	-5	-6.1	-6	-7.9	-1.8	-5	-5.4
Cc1nc2c(sc3nc4c(cc32)COC(C)(C)C4)c(=O)n1Cc1ccccc1	-0.5	-0.8	-0.8	-3	0	0.0	7	3.9	-1.2	5	3.8
Cc1cc(C)c(C(N)=O)c(Nc2cccc(Cl)c2)n1	0.0	-0.3	-0.6	0	-2	-2.0	-3	2.3	-0.9	-1	2.1
Cc1ccc(C(=O)NC(C)c2ccc(-n3ccnc3)cc2)cc1 (stereo unspecified)	-0.7	0.2	-1.3	-4	-2	0.6	-6	1.4	-0.7	-1	-0.2
Cc1ccc(C)n1-c1ccc(C(=O)N2CCC(C(N)=O)CC2)cc1	0.5	0.2	-0.6	-3	-3	-0.2	0	-0.7	-1.5	5	-1.2
COc1ccccc1S(=O)(=O)Nc1ccc(S(=O)(=O)Nc2nccs2)cc1	-0.1	1.7	-1.2	-6	-1	0.0	3	0.6	-0.9	-1	-0.3

The listing continues.
SMILES	KLK7 zymogen act	DAX1 inh-1	hcDAF-12 act	HGIII-sPLA2 inh	SMARCA2 act	DAX1 inh-2	GC-A act	FXN GAA850 act	ssDAF-12 act	GC-B act	hgDAF12 agonist
Cn1c(Sc2ccc([N+](=O)[O-])cc2C(F)(F)F)nnc1-c1ccccc1	-0.1	-1.4	-1.6	7	-1	-1.0	0	-3.4	-1.5	-1	-2.0
COc1ccc(-c2cc(C(=O)NN=Cc3ccc(O)c(OC)c3)[nH]n2)cc1	-0.4	0.1	-0.6	-2	2	.	-3	.	-1.4	7	7.2
O=C(CCCc1cccs1)Nc1nc(-c2ccc(F)cc2)cs1	0.4	-0.3	-1.2	0	-6	-1.6	4	1.8	-1.3	5	0.8
CS(=O)(=O)c1ccc(C(=O)NCC2(N3CCOCC3)CCCCC2)cc1	-0.1	1.2	2.4	5	-2	1.0	1	2.0	-1.2	0	-1.9
O=C(NCCN1CCOCC1)c1ccncc1	0.1	-0.1	0.1	6	-4	-0.2	0	0.4	-0.9	1	5.6
Cn1c(Cl)c(C(=O)Nc2ccc(Cl)cc2)c2ccccc21	-0.5	-0.1	6.8*	-3	0	2.9	1	0.4	0.7	-4	8.3
CCN(C(=O)COC(=O)/C=C/c1ccc(F)cc1)C1CCCCC1	0.2	-0.1	-0.1	4	-5	0.3	0	0.3	-0.9	4	1.1
Cn1nccc1C(=O)N(CCN1CCCCC1)CC1CCCN(C2CCCC2)C1 (stereo unspecified)	-0.7	3.6	0.1	-2	1	0.4	-3	2.7	-0.5	6	5.1
O=C(O)c1cn(-c2ccccc2)nc1-c1ccc(F)cc1	-0.2	0.2	-1.3	5	-1	0.4	2	1.0	-1.3	-7	-2.0
Cc1nc2ccccc2c2oc(C(=O)Nc3ccc(C(C)C)cc3)cc12	-0.5	-1.4	-3.3	-14	1	-1.2	0	1.6	-2.2	7	-1.3
O=C(CSc1nnc(COc2ccc(Cl)cc2Cl)o1)Nc1ccccn1	-0.2	2.7	-0.5	4	-2	0.2	8	1.9	-0.9	3	0.5
OCCC1CN(Cc2ccccc2O)CCN1CCCc1ccccc1 (stereo unspecified)	0.0	-0.2	7.8*	-8	1	-0.7	-3	0.2	-1.3	1	0.5
O=C1c2ccccc2CSc2c(O)cccc21	-0.4	0.4	0.3	-11	-4	.	-1	0.2	-1.0	10	0.2
O=C(Nc1ccccc1F)C1CC1c1ccccc1 (stereo unspecified)	-0.6	0.1	2.4	1	3	-0.9	2	4.5	-1.3	3	2.4
CCCCn1nnnc1C1(C)CCC(=O)N1Cc1cccc(F)c1 (stereo unspecified)	-0.6	0.3	-1.5	3	-3	.	3	.	-0.8	-2	0.8
Cn1cc(CN2CCc3c([nH]c4ccccc34)C2C(C)(C)C)cn1 (stereo unspecified)	0.8	-0.5	5.9*	0	0	-0.1	-3	3.7	-0.8	-1	-2.1
COc1ccc(CCNCC(O)COc2cccc(C)c2)cc1OC (stereo unspecified)	-0.3	0.3	0.7	-1	-2	.	-1	.	-1.0	7	0.3
COc1ccc(-n2cc(-c3ccccc3)[nH]c2=S)c(OC)c1	-0.5	-1.1	-0.1	19	-4	0.2	0	-4.2	-1.6	2	2.7
CCc1nc2ccc(C(=O)NCCCN3CCCC3=O)cn2c1N(C)C(=O)COc1ccccc1	-0.1	0.8	-0.9	1	-1	.	3	1.8	-0.5	3	-1.4
Cc1ccccc1Nc1n[nH]c(C)c1[N+](=O)[O-]	-0.1	0.5	9.0*	-4	-2	-0.8	1	1.7	0.1	-2	2.4
CCOC(=O)N1CCN(C(=S)Nc2cccc(C)c2C)CC1	0.5	0.1	-1.1	4	0	2.2	3	1.3	-0.8	5	-3.0
CC(=O)Nc1ccc(CCNC(=O)c2ccc3ccccc3c2O)cc1	-7.3	0.4	0.2	1	1	-2.3	-5	-1.4	-0.6	-5	-6.7
